# NPC1 prom act: activates the NPC1 promoter. actives 2.4% (n = 320,000). Huh7 NPC1 promoter luciferase reporter, 24 h. AID 485313. Potency, µM (series often up to 9.22 µM), inactives show at the highest dose activation, most hits filed as activators;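 further: % of control where 0% means no effect; nearly all actives have a fitted effect of over 60% in size; reporter is driven by a mutant NPC1 promoter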
#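 Luminescence from an NPC1 promoter-driven luciferase reporter in stably transfected Huh7 cells was measured after 24 h compound treatment at 37 °C, followed by 10 min ambient incubation with luciferase detection reagent.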
# MBNL1 CUG block: inhibitors of human MBNL1 binding to CUG repeat RNA | Potency, µM (highest dose often 57.5 µM), without a hit: at the top dose activity change, negative = inhibition, usual class: inhibitors | TR-FRET MBNL1-His/biotin-(CUG)12 binding, 665/545 ratio | actives 0.036% (n = 280,000); active means well fitted inhibition curve with a large enough effect in the signal ratio, with a control signal flat, not every such curve was filed as active; inconclusive means small, poorly fitted or top-dose-only effect, or effect the other way, or a change in a side signal; inactive means no such curve, though single readings can be large or run the other way; the % refers to the signal ratio; further: on the % scale 0 is the no-effect control and ±100 the full control effect
# Target sequence (Q9NR56 whole entry, looked up): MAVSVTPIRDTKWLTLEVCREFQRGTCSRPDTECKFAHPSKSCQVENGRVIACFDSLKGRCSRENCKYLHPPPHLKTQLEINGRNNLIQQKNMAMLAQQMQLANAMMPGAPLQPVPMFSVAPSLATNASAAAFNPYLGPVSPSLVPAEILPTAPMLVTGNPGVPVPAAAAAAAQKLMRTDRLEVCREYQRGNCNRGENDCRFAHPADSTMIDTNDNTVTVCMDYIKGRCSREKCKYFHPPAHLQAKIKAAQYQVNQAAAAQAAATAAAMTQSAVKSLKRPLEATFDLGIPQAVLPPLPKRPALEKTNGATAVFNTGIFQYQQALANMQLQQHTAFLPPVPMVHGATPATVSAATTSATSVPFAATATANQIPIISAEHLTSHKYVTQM
#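 MBNL1-His + Biotin-(CUG)12, cpd titration 92 nM–58 uM; Tb anti-His Ab 0.055 ng/ul, SA-XL665 5 nM (final); 60 min RT; ratiometric 665/545 nm, Ex 340 nm; normalized to buffer and full-complex controls.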
# FLuc counter: firefly luciferase modulation, counter-screen for miR-21 project; P08659; purified FLuc, Km substrates, luminescence inhibition; Potency, µM (highest dose often 57.5 µM), for the others: at the highest dose activity change, negative = inhibition, hits mostly inhibitors; actives 6.9% (n = 360,000);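 further: plate controls were vehicle for no effect and reference inhibitor for full effect; nearly all actives have a fitted effect of over 55% in size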
# Target sequence (P08659 whole entry, looked up): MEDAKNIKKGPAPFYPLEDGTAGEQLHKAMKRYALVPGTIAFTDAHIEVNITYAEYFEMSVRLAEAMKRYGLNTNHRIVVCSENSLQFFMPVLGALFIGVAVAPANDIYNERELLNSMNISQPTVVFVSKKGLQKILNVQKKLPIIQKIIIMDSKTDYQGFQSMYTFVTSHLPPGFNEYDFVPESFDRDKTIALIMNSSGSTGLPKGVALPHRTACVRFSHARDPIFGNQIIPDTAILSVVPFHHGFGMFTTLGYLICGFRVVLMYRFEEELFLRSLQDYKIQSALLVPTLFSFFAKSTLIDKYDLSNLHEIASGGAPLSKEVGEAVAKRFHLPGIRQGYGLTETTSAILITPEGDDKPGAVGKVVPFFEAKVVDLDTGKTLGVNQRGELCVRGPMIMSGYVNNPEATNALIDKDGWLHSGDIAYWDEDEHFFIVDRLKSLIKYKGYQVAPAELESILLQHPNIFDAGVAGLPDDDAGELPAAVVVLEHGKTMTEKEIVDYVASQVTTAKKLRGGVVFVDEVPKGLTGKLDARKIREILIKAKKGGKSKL
#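 Purified P. pyralis luciferase, 10 nM final, with Km-level 10 uM D-luciferin and 10 uM ATP in 50 mM Tris acetate pH 7.5, 10 mM Mg acetate, 0.01% Tween-20, 0.05% BSA; 6-point qHTS titration about 60 µM downward; luminescence read.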
# p53 reactivator: mutant p53 re-activation in reporter cells; actives 0.063% (n = 320,000); H1299 p53-A138V BP100-luciferase reporter, luminescence, 24 h; Potency, µM (top dose mostly 92.2 µM), for inactives: at the top dose activity change, positive = activation, most hits filed as activators; AID 504706; further: % of control where 0% means no effect; nearly all actives have a fitted effect of over 45% in size
#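 p53-null H1299 cells stably carrying temperature-sensitive p53-A138V and a BP100-luciferase reporter were pinned with compounds (4-point, 1:5 series) and held 24 hrs at 37 deg C. Luminescence was read 10 min after detection reagent.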
# RORgamma inh: ROR gamma (mouse) transcription inhibition. Drosophila S2 Gal4-RORgamma UAS-luciferase reporter, 20 h. Potency, µM (titrated, usually from 53.6 µM), without a hit: top-dose activity change, negative = inhibition, actives largely listed as inhibitors. actives 5.4% (n = 310,000); further: on the % scale 0 is the no-effect control and ±100 the full control effect; nearly all actives have a fitted effect of over 60% in size
#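 Using a luciferase readout, inhibitors were identified by reduced reporter activity in Drosophila cells coexpressing a copper-inducible Gal4–ROR gamma fusion and UAS-driven Photinus luciferase, incubated 20 hr after 700 uM copper sulfate.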
# uPA surface inh: inhibitors of cell surface uPA generation | Potency, µM (series often up to 38.3 µM), for inactives: at the top dose activity change, negative = inhibition, hits mostly inhibitors | AID 540303 | actives 0.31% (n = 330,000) | cell surface uPA generation assay, qHTS; active means well fitted inhibition curve with a large enough effect; inconclusive means small, poorly fitted or top-dose-only effect; inactive means no such curve, though single readings can be large or run the other way; tested in mouse RAW 264.7 cells; further: on the % scale 0 is the no-effect control and ±100 the full control effect; nearly all actives have a fitted effect of over 55% in size
# BRCA1 expr act: increases BRCA1 expression; actives 1.1% (n = 380,000); MCF7-BRCA1-FFLuc reporter, luminescence, 48 h; response scale: scaled: vehicle 0%, 10 µM genistein 100%; Potency, µM (top dose mostly 46.1 µM), inactives show top-dose activation, most hits filed as activators; further: nearly all actives have a fitted effect of over 80% in size; some results filed as inactive show a strong effect at the top dose
#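 Luminescence from a BRCA1-driven firefly luciferase in MCF7 cells was read after 48 h compound exposure at 37 C. Data normalized against DMSO and a 10microM genistein activation control, then curve-fitted across the titration.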
# Gal4-VP16 FLuc: counter-screen for ROR gamma inhibitors: Gal4-VP16 reporter; Drosophila S2 Gal4-VP16 UAS-luciferase, luminescence, 20 h; Potency, µM (series often up to 53.6 µM), for inactives: at the highest dose activity, negative = inhibition, usual class: inhibitors; AID 2546; actives 3.5% (n = 310,000);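 further: Gal4-VP16 expression switched on by copper sulfate through the metallothionein promoter; on the % scale 0 is the no-effect control and ±100 the full control effect; nearly all actives have a fitted effect of over 50% in size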
# ELG1 genotoxic: inducers of genotoxicity in HEK293T ELG1-luciferase cells | actives 1.3% (n = 330,000) | Potency, µM (titrated, usually from 46 µM), inactives show top-dose activity change, positive = activation, usual class: activators | HEK293T ELG1-luciferase reporter, luminescence, 16 h; further: % of control where 0% means no effect; nearly all actives have a fitted effect of over 60% in size
#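 Step 1: seed 2,000 HEK293T ELG1-luciferase cells per well. Step 2: add compound or DMSO, incubate 16 hr at 37 °C. Step 3: ONE-Glo, 30 min at room temperature, read luminescence.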
# Rab9 prom act: activators of Rab9 promoter | Potency, µM (top dose mostly 9.22 µM), without a hit: at the top dose activation, negative = inhibition, actives largely listed as activators | Huh7 Rab9 promoter-luciferase reporter, luminescence, 24 h | actives 2.8% (n = 320,000) | AID 485297; further: % of control where 0% means no effect; nearly all actives have a fitted effect of over 60% in size
#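 Huh7 cells stably carrying a Rab9 promoter-luciferase reporter, 1500 cells per well in OP-MEM I with 10% FBS, treated with compound 24 hours at 37C. Luciferase activity read by luminescence after 10 minutes with Amplite reagent.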
# * hit, by the source's call; ? = inconclusive; . = not tested or not shown; [ ] = remark or other dose. Unless noted, the call rests on the fitted dose curve; in most records, active means well fitted curve in the direction sought with a large enough effect; inconclusive means small, poorly fitted or top-dose-only effect, or another doubt; inactive means no such curve, though single readings can be large; an effect the other way counts as inactive or inconclusive. Potency means the concentration at half of the fitted maximal effect.
# Value order – MBNL1 CUG block | Gal4-VP16 FLuc | NPC1 prom act | FLuc counter | ELG1 genotoxic | p53 reactivator | Rab9 prom act | uPA surface inh | BRCA1 expr act | RORgamma inh
CCC1S/C(=N/N=C/c2ccco2)N(c2ccc(F)cc2)C1=O (stereo not given)
 : -3% | 4% | 0% | 0% | 1% | 6% | -2% | 5% | -18% | -11%
COc1ccc(NC(=O)CN(C)C(C)C(=O)NC(=O)NC2CCCCC2)cc1 (stereo not given)
 : -11% | -4% | 3% | 1% | -1% | -9% | -3% | 3% | -14% | -14%
CC1(C)CC(O)(CCNCc2ccc3c(c2)OCO3)CCO1 (stereo not given)
 : ? | -15% | -2% | 1% | -1% | -5% | -4% | 2% | -15% | -40%
CC(=O)Nc1ccc(S(=O)(=O)N(CCO)Cc2ccccc2)cc1
 : -1% | 11% | -2% | 1% | -2% | 0% | 1% | 5% | -7% | -1%
COc1ccc(-n2ncc3c(SCC(=O)NNC(C)=O)ncnc32)cc1
 : -13% | -7% | ? | 17µM* | 15% | -1% | ? | 12% | -3% | -14%
Cc1cc(C)nc(Nc2n[nH]c(COc3ccccc3)n2)n1
 : -6% | 2% | ? | 3% | 0% | 6% | ? | 9% | 43% | 18%
Cc1cc(C)cc(NC(=S)N2CCCC2)c1
 : -1% | ? | 3% | 2% | 4% | -5% | 10% | -4% | 1% | 13µM*
CCN(C(=O)c1ccc2c(Cl)c3c(nc2c1)CCC3)c1cccc(C)c1
 : -2% | ? | ? | -1% | -7% | 3% | 12% | . | . | ?
CCOc1cccc(-c2nc3c(s2)CCc2onc(-c4cccc([N+](=O)[O-])c4)c2-3)c1
 : . | . | -5% | -5% | 6% | 17% | 2% | ? | 0% | .
COc1ccnc(N=CNOCc2ccc(F)cc2Cl)c1C#N
 : -4% | ? | 3% | ? | 12% | -3% | -2% | 5% | 27% | 15%
CCc1cc(C(=O)Nc2ccc(S(=O)(=O)NC3=NCCCCC3)cc2)sc1C
 : . | . | -5% | -2% | 4% | -8% | 1% | 1% | -6% | .
O=C(CN1C(=O)NC(CCc2ccccc2)C1=O)Nc1ccccc1C(F)(F)F (stereo not given)
 : . | . | . | . | 2% | -3% | . | 10% | 3% | .
COc1ccc(/C=C/C(=O)N2CCOCC2)cc1OC
 : 11% | 0% | -3% | -2% | 0% | -9% | 7% | 8% | 0% | -3%
Nc1c(C(=O)CSc2nnc(-c3ccccc3)o2)c(=O)[nH]c(=O)n1C1CC1
 : . | . | -3% | -1% | ? | 1% | -4% | ? | 2% | .
CCCC1(c2ccccc2)NC(=O)NC1=O (stereo not given)
 : -4% | 4% | -4% | 2% | 6% | 0% | 0% | 0% | 14% | 20%
O=C(N/N=C/c1sc(N2CCCCC2)nc1-c1cccs1)C1CC1
 : 35%[activator] | ? | 5% | ? | 0% | 10% | 13% | 20% | -6% | 7.1µM*
Cc1nc2ccc(S(=O)(=O)NCC(=O)NCCc3ccc(Cl)cc3)cc2s1
 : 0% | 0% | -3% | 6% | 3% | 7% | 0% | 3% | 15% | -3%
C=C1N(CCCCCC(=O)O)C(=O)OC12CCCCC2
 : 1% | 1% | -4% | 0% | 6% | 0% | -4% | 3% | 4% | -32%
CCCc1cc(=O)oc2cc(OCC(=O)NC3CC(C)(C)NC(C)(C)C3)ccc12
 : 3% | 5% | -5% | 2% | 2% | -3% | -4% | 1% | 1% | -18%
Cc1cc(C(=O)NNC(=O)C(C)NS(=O)(=O)c2ccccc2F)c(C)o1 (stereo not given)
 : . | . | . | . | 0% | -3% | . | -14% | 5% | .
COc1cccc(NC(=O)c2cccc(N3C(=O)C4C5C=CC(C5)C4C3=O)c2)c1 (stereo not given)
 : 1% | 2% | -1% | ? | -9% | ? | 0% | 7% | 6% | 17%
Cc1c(C(=O)NCCCN2CCOCC2)sc2nc(-c3ccc(F)cc3)cn12
 : ? | 0% | -1% | -12% | -3% | -1% | -1% | 4% | -2% | 3%
COc1ccc(OC)c(CCNC(=O)c2cccc(NC(=O)C3=C(C)OCCS3)c2)c1
 : -1% | 1% | -2% | -14% | -9% | -4% | 0% | -4% | -6% | 7%
O=C(Nc1ccccc1)C1=C(N2CCOCC2)/C(=C/c2cccnc2)CC1
 : 7% | -25% | 11% | 1% | 3% | 6% | 3% | -9% | 47% | 26%
COc1ccc(NC(=O)CSc2ccc3c(c2)OCCO3)cc1
 : . | . | . | . | -1% | ? | . | -4% | -5% | .
COCCn1c(N/N=C(C)/C=C/c2ccccc2)nc2c1c(=O)[nH]c(=O)n2C
 : 7% | -5% | -4% | 1% | 0% | -3% | -1% | . | . | -16%
O=C(C1CC(=O)N(c2ccc(Cl)cc2)C1)N1CCOCC1 (stereo not given)
 : -4% | 6% | 0% | 0% | 3% | 6% | -2% | -2% | 2% | -7%
COc1cccc(C(C(=O)NC(C)(C)C)N(C(=O)CCC(=O)Nc2cc(C)on2)C(C)(C)C)c1OC (stereo not given)
 : 1% | 4% | -2% | -1% | -5% | -9% | 0% | 6% | -3% | -18%
CCc1ccccc1NC(=O)CSc1nnc(-c2cc(C)[nH]n2)n1N
 : 2% | -4% | 11% | -1% | 4% | -11% | -7% | 2% | 16% | -19%
COc1ccc(C(=O)C[n+]2ccc(C)cc2)cc1
 : -14% | -10% | -7% | 8% | -2% | -2% | -2% | 4% | 2% | 1%
COCCNC(=O)C(C)OC(=O)C1=Cc2ccccc2OC1 (stereo not given)
 : 28% | 7% | 0% | -7% | 3% | 3% | 1% | -1% | 32% | 17%
O=C(CSc1ncnc2c1nnn2Cc1ccccc1F)NCC1CCCO1 (stereo not given)
 : 2% | -29% | -7% | -1% | -4% | -12% | 1% | -17% | -1% | 13µM*
CC(=O)Oc1cccc(/C=C2\C=C(c3ccc(C)cc3)OC2=O)c1
 : 5% | 1%[10 µM] | -2% | 2.7µM* | -4% | 0% | -1% | 4% | -4% | -35%
C#CCOc1ccc(/C=C2/C(=O)ON=C2C)cc1OCC
 : 4% | -18% | 7% | ? | 7% | 2% | -4% | -3% | -5% | 20%
Cc1ccccc1OCC(=O)OC(C)C(=O)NC1CCCC1 (stereo not given)
 : . | . | 5% | 0% | -1% | 0% | 2% | -7% | 4% | .
CC(=O)Nc1ccc(S(=O)(=O)Nc2ccc(=O)n(Cc3ccc(Cl)c(Cl)c3)c2)cc1
 : -5% | -5% | -4% | -19% | -3% | 0% | -1% | 7% | 18% | -38%
COC(=O)[C@H](CCSC)NC(=O)Nc1cc(OC)cc(OC)c1
 : -5% | 2% | -2% | 2% | 0% | -2% | -3% | 1% | 19% | 31%
CC(=O)Nc1ccc(-c2nnn(CC(=O)c3ccc(F)cc3)n2)cc1Cl
 : -2% | -13% | 1% | 1% | 0% | -2% | 1% | -8% | 4% | -11%
O=C(Nc1cccc(C(=O)NC2CC2)c1)c1ccc(Cl)c(S(=O)(=O)N2CCOCC2)c1
 : . | . | 0% | -12% | -4% | -6% | 1% | 11% | -18% | .
COC(=O)C1CN(C(=O)COc2ccc(C)c(C)c2)c2ccccc2O1 (stereo not given)
 : 0% | 0% | -1% | -6% | -4% | -3% | -1% | 5% | -8% | 8%
Nn1c(SCc2ccc([N+](=O)[O-])cc2)nc2ccccc2c1=O
 : 7% | -5% | 6% | 0% | -1% | 1% | 1%[1.84 µM] | 13% | -5% | -14%
Cc1ccc(-n2c(SCC(=O)Nc3ccc4c(c3)OCO4)nnc2-c2ccoc2C)cc1
 : -14% | 5% | -2% | -1% | -4% | -19% | 2% | 14% | -58% | ?
Cc1cc(C)nc(N/N=C/c2ccccc2OCc2ccc([N+](=O)[O-])cc2)n1
 : 9% | ? | -2% | -15% | 0% | ? | -4% | -1% | 31% | 14µM*
Cc1cc(C)nc(NCC(O)CNc2ccccc2C)n1 (stereo not given)
 : 0% | -4% | 0% | 1% | 0% | 6% | 10% | -1% | 7% | 31%
O=C(CSc1nc2ccccc2c(=O)[nH]1)N1CCN(c2ccccc2F)CC1
 : -1% | -3% | -2% | -3% | 0% | 2% | -6% | 24% | -16% | -11%
COc1ccc(N2CCN(C(=O)C3(S(=O)(=O)c4ccc(C)cc4)CC3)CC2)cc1
 : -2% | 6% | 2% | 0% | -7% | 1% | -2% | 1% | -9% | -15%
COc1cc(OC)cc(C(=O)Nc2nc(-c3ccccc3)c(-c3ccccc3)o2)c1
 : 7% | 2.8µM* | -1% | -3% | 0% | -12% | 1% | ? | -39% | 1.4µM*
O=C(O)CCCNC(=O)c1ccccn1
 : -6% | -7% | -1% | 0% | -2% | -1% | -4% | -1% | -1% | 3%
CCOCCCN(CCC#N)S(=O)(=O)c1ccc(S(=O)(=O)N2CCCC2)cc1
 : -2% | 8% | 0% | 0% | -6% | 1% | -3% | 12% | -1% | -18%
Cc1ccccc1N1CCN(C2CCCN(C(=O)CCN3CCCCC3=O)C2)CC1 (stereo not given)
 : -12% | -8% | 0% | 3% | -3% | -7% | 0% | -1% | -1% | 7%
Cc1cccc(N(Cc2cc(=O)[nH]c3ccccc23)C(=O)C(C)C)c1
 : -3% | -1% | -6% | -3% | 0% | -2% | -7% | -1% | -19% | 1%
Cc1cccc(C)c1Nc1nnc(SCc2nc3ccccc3c(=O)[nH]2)s1
 : -1% | -14% | -5% | -3% | -1% | -7% | 2% | -6% | -56% | 25%

# Bioassay records deposited in PubChem by National Center for Advancing Translational Sciences (NCATS).
